LAP4-GFP MLPCN: modulators of LAP4-GFP expression in yeast, primary screen, S. cerevisiae, multiplex flow cytometry, MLPCN library; 3 h; median GFP as percent of DMSO wells; GFP response vs DMSO, % at 10 µM; 0.34% of 320,000 active; AID 2023, 2009;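 active = GFP response vs DMSO above a set limit, about the screen mean plus 3 SD, cut at about 150% in these data; inconclusive = under 70 cell events counted for the yeast strain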
CIT2-GFP yeast: modulators of CIT2-GFP expression in yeast, primary screen, S. cerevisiae, GFP fusion, multiplex flow cytometry, MLPCN library; S. cerevisiae CIT2-GFP strain, 3 h; 100 means same as DMSO wells; GFP response vs DMSO, % at 10 µM; 0.065% of 320,000 active; AID 2029, 2009;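 active = GFP response relative to DMSO above a set limit, near the screen mean plus 3 SD, cut at about 150% in these data; inconclusive = Fewer than 70 cells measured for a yeast strain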;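 also: ratio of well median GFP fluorescence to mean of DMSO wells on the plate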
VLA-4 inh: inhibition in human VLA-4 binding assay, primary screen, VLA-4 allosteric modulator project, MLPCN library, flow cytometry, VLA-4 expressing cells | ligand binding flow cytometry | inhibition, % (about 7 µM as worked out from the volumes in the protocol) | 0.2% of 330,000 active; in the data active = inhibition above about 50%
AGP1-GFP MLPCN: modulators of AGP1-GFP expression in yeast TOR pathway, primary screen, cell-based, multiplex flow cytometry, S. cerevisiae, MLPCN library; 3 h; GFP as percent of DMSO wells; GFP response vs DMSO, % at 10 µM; 0.02% of 320,000 active; AID 2066, 2009;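 active = GFP response relative to DMSO above a set limit, near screen average plus 3 SD, cut at about 150% in these data; inconclusive = fewer than 70 cells counted for the yeast strain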;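 also: median GFP channel fluorescence of the gated AGP1 strain per well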
RPL19A TOR yeast: RPL19A-GFP expression modulators in yeast, primary screen, cell-based, S. cerevisiae, multiplex flow cytometry, MLPCN. S. cerevisiae RPL19A-GFP strain, 3 h; stronger effect = lower value. AID 2025, 2009. percent response vs DMSO, % at 10 µM. 0.3% of 330,000 active;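 active = percent response vs DMSO below 50%; inconclusive = fewer than 70 events counted for the yeast strain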;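 also: median channel GFP fluorescence of the barcoded RPL19A-GFP strain; ratio of sample median GFP to plate DMSO average so 100% = DMSO; lower means less RPL19A-GFP as with rapamycin TOR inhibition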
GRK2 inh: compounds blocking aptamer binding on GRK2 – biochemical, human GRK2, bead flow cytometry, HTS, primary screen; Beta-adrenergic receptor kinase 1 (Homo sapiens), P25098; FAM-aptamer displacement from GRK2; inhibition of aptamer binding, % at 10 µM; 0.59% of 330,000 active; AID 488847, 2010;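 active = inhibition of aptamer binding above 40%, roughly 3 SD of noise, on plates passing a quality check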;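 also: median bead fluorescence of bound FAM aptamer so fluorescent compounds give negative values; no value below 0 was filed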
Target sequence (P25098 whole entry, looked up): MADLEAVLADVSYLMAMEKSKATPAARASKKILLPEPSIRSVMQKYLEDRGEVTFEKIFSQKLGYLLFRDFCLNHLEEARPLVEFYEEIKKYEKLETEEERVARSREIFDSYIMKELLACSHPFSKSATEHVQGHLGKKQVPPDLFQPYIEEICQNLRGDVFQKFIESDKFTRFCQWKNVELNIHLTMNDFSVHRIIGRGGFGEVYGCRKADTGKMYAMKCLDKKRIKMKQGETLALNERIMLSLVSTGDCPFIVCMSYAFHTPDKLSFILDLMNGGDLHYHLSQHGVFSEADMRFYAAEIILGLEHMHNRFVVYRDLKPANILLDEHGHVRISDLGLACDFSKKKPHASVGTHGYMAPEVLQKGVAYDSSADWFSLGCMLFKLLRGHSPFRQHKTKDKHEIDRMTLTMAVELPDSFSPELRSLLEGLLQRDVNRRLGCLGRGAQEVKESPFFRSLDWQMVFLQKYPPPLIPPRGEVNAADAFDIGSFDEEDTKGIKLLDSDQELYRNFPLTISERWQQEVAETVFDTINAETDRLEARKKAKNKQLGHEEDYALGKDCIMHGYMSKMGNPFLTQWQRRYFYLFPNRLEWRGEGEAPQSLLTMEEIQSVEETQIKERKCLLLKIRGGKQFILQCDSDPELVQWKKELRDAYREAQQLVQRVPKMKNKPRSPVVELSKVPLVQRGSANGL
GASC-1 inh: inhibitors of GASC-1 histone demethylase, primary screen, biochemical, fluorescence, DELFIA europium; AID 2099, 2009; inhibition, % at 2.35 µM; 0.069% of 330,000 active; GST-JMJD2C(1-420) H3K9me3 demethylation; Lysine-specific demethylase 4C (Homo sapiens), Q9H3R0;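 active = more than half of a compound's replicate wells show inhibition beyond 50%, single wells judged on their own value; inconclusive = some, but no more than half, of replicates pass 50% inhibition; inactive = no replicate passes 50% inhibition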;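 also: signal counts dimethyl H3K9 product captured on neutravidin plate; 0% = median of DMSO wells and 100% = 0.3 times that DMSO median; strong numbers were not always called active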
Target sequence (Q9H3R0 1-420 limits assumed): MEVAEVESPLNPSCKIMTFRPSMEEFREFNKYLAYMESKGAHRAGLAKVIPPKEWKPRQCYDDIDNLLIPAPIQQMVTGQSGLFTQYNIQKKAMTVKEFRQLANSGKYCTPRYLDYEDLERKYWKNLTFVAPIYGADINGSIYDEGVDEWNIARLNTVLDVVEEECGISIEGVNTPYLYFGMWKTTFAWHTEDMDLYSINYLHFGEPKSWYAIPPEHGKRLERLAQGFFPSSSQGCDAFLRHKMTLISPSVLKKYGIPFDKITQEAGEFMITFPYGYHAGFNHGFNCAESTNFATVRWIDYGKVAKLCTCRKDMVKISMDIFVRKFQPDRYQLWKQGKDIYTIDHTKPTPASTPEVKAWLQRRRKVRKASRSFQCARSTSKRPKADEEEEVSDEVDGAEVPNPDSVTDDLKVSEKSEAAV
MEP2-GFP yeast: modulators of MEP2-GFP levels in yeast, primary screen, S. cerevisiae, multiplex flow cytometry, MLPCN library; GFP response vs DMSO, % at 10 µM; S. cerevisiae MEP2-GFP strain, 3 h; 100% = DMSO control level; 0.51% of 330,000 active;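 active = GFP response versus DMSO above a set limit, roughly screen mean plus 3 SD, cut at about 180% in these data; inconclusive = fewer than 70 cells counted for a yeast strain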;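 also: median GFP fluorescence of the barcode-gated MEP2-GFP cells per well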
An asterisk follows results filed as active; i = inactive; ? = inconclusive; nt = no result given; & = joins results of further samples.

LAP4-GFP MLPCN | CIT2-GFP yeast | VLA-4 inh | AGP1-GFP MLPCN | RPL19A TOR yeast | GRK2 inh | GASC-1 inh | MEP2-GFP yeast | molecule
86 | 82 | 8 | 83 | 92 | 4 | 3 | 81 | CCN1C(=O)CC(c2ccc(OC(C)C)cc2)C1=O (stereo not drawn)
97 | 91 | -2 | 101 | 96 | 0 | 0 | 96 | O=C(O)c1ccc(CN2CCOCC2)o1
99 | 94 | 2 | 99 | 99 | 5 | 10 | 101 | O=C(NCc1ccccc1F)c1ccc2ccccc2n1
106 | 98 | -6 | 101 | 99 | 5 | 5 | 106 | COc1ccc(-c2noc(CCCC(=O)Nc3ccc(C(N)=O)cc3)n2)cc1
101 | 110 | 4 | 104 | 109 | 0 | -12 | 105 | CN1CCN(Cc2ccc(Sc3ccc(Cl)cc3)c([N+](=O)[O-])c2)CC1
85 | 94 | 14 | 94 | 102 | 1 | 1 | 99 | S=C(NCCc1ccccc1)N1CCN(C(c2ccccc2)c2ccccc2)CC1
103 | 100 | 3 | 108 | 98 | 2 | nt | 104 | COCCN(CC(=O)Nc1cccc(C)c1C)C(=O)c1ccc2ccccc2n1
86 | nt | 5 | 96 | 100 | 0 | 36 | 96 | CCn1c(SCC(=O)c2ccc(C)cc2)nnc1-c1ccoc1C
106 | 94 | nt | 100 | 101 | 92* | 1 | 93 | CCCc1nc2ccccc2c(=O)n1NC(=O)c1c(O)c2ccccc2[nH]c1=O
96 | 100 | 4 | 100 | 101 | 1 | 2 | 86 | O=C(CCC(=O)Nc1ccc(Cl)cc1)N/N=C/c1ccc2c(c1)OCO2
107 | 97 | -9 | 87 | 99 | 2 | -5 | 89 | CCCn1nc2cc(C(=O)NCc3ccc4c(c3)OCO4)ccc2c1OCC
107 | 99 | 4 | 97 | 94 | 0 | -2 | 101 | Cn1ccnc1SCC(=O)Nc1ccc(F)c([N+](=O)[O-])c1
98 | 104 | -114 | 106 | 101 | 0 | -14 | 105 | CC(=O)c1ccc(OCc2cc(C(=O)NC(C)Cc3ccccn3)no2)cc1 (stereo not drawn)
79 | 89 | -33 | 57 | 84 | 6 | 26 | 108 | CCOC(=O)Cc1nc2ccccc2n(CC#N)c1=O
104 | 106 | 2 | 100 | 103 | 2 | 6 | 103 | COC(=O)Cc1cc(=O)[nH]c(Nc2nc3ccccc3o2)n1
105 | 107 | -8 | 108 | 104 | 6 | -2 | 106 | COc1cccc(C2C3=C(CCCC3=O)Nc3nc(-c4cc(OC)c(OC)c(OC)c4)nn32)c1 (stereo not drawn)
102 | 93 | -15 | 93 | 97 | 0 | 1 | 102 | COC(=O)c1cc(/C=C/c2ccccc2)[nH]n1
104 | 118 | 17 | 101 | 100 | 1 | -2 | 107 | N#CC1=C(Nc2ccccc2)SC=C(c2ccc(F)cc2)N=C1N1CCOCC1
114 | 90 | -12 | 75 | 85 | 11 | -2 | 94 | CCCCCC(=O)Nc1cccc(C2=NOC3(C2)C[C@H](C(N)=O)N(C(=O)c2ccccc2)C3)c1 (stereo partly drawn)
100 | 105 | -2 | 104 | 100 | 2 | -16 | 104 | CCOC(=O)CNC(=O)CSc1cc(C)nc2ccc(OC)cc12
108 | 88 | i | 99 | 96 | 2 | -1 | 106 | CCCCn1c(CCC)nc([N+](=O)[O-])c1Sc1ccc(Cl)cn1
190* | 105 | -161 | 84 | 73 | 7 | -2 | 97 | COCCCNC(=O)c1ccc2c3c(onc13)-c1ccccc1C2=O
99 | 93 | 20 | 98 | 99 | 0 | -5 | 99 | O=C(CSc1nc(-c2cccs2)cc(C(F)(F)F)n1)Nc1cc(OCC(F)(F)C(F)F)cc([N+](=O)[O-])c1
105 | 90 | 14 | 101 | 92 | 2 | -2 | 93 | CC1CN(c2ccc(NC(=O)c3ccco3)cc2C(=O)O)CC(C)O1 (stereo not drawn)
102 | 99 | -15 | 103 | 101 | 1 | -6 | 100 | Cc1cc[n+]2c3c(cccc13)CCC2
86 | 90 | -1 | 92 | 96 | 1 | 6 | 90 | O=C(Nc1ccc(S(=O)(=O)Nc2ccccn2)cc1)c1ccc(Cl)cc1Cl
103 | 97 | 7 | 99 | 100 | 4 | 3 | 102 | COc1ccc(N2CCN(CC(=O)NC(=O)NCc3ccco3)CC2)cc1
119 | 100 | 1 | 109 | 106 | 0 | 4 | 106 | CNC(=S)N(Cc1cc2cc(C)cc(C)c2[nH]c1=O)C1CCCC1
104 | 108 | 12 | 106 | 103 | 0 | 4 | 101 | COC(=O)C(OC(=O)c1ccc(OC)cc1)C(=O)OC
98 | 98 | -3 | 101 | 100 | 0 | -17&2 | 106 | O=C(NCC(=O)N(Cc1ccccc1)C(C(=O)NC1CCCC1)c1ccco1)c1ccco1 (stereo not drawn)
88 | nt | 0 | 87 | 92 | 1 | -2 | 89 | CCN(CC)C(=O)CN(c1ccc(Cl)cc1)S(=O)(=O)c1ccccc1
95 | 91 | 5 | 91 | 98 | 0 | -2 | 103 | CCCn1c(SCC(N)=O)nc2c(c1=O)C1(CCCC1)Cc1ccccc1-2
98 | 99 | 2 | 95 | 96 | 1 | -6 | 104 | CN(C)c1cccc(C(=O)Nc2nc3ccccc3[nH]2)c1
99 | 103 | 2 | 102 | 99 | 1 | 5 | 103 | Cc1ccccc1NS(=O)(=O)c1cc(C(=O)NCc2ccco2)ccc1C
104 | 100 | -2 | 101 | 99 | 0 | 1 | 101 | CCCCCCNCC(=O)N1CCC(Cc2ccccc2)CC1
186* | 77 | 7 | 110 | 76 | 0 | 5 | 105 | COc1cc(C(=O)COC(=O)c2ccco2)cc(OC)c1OC
98 | 93 | -3 | 92 | 91 | 1 | 6 | 90 | CC(=O)N1CCc2cc(S(=O)(=O)CCC(=O)N3CCN(c4cc(C)ccc4C)CC3)ccc21
98 | 101 | 1 | 100 | 102 | 0 | -11 | 97 | Cc1cccc(-c2nc(CS(=O)CC(=O)N3CC(C)CC(C)C3)c(C)o2)c1 (stereo not drawn)
92 | 93 | -9 | 91 | 94 | 2 | 3 | 101 | O=C(Nc1ccc(N2CCN(C(=O)c3cccs3)CC2)cc1)c1ccco1
102 | 91 | 30 | 99 | 86 | 4 | -2 | 86 | CCOc1ccc(S(=O)(=O)N2CCN(C(=O)c3ccc(-n4cncn4)c([N+](=O)[O-])c3)CC2)cc1
104 | 99 | -1 | 100 | 102 | 0 | i | 107 | COc1ccc(-c2c(C)c3cc(O)ccc3oc2=O)cc1OC
110 | 104 | -4 | 91 | 101 | 0 | 8 | 94 | O=C(C1=C[C@@H](c2csc3ccccc23)C[C@@H](OCc2ccc(CO)cc2)O1)N1CCOCC1
108 | 101 | 4 | 106 | 101 | 9 | 12 | 105 | CC(C)c1nc2ccccn2c1NC1CCCCC1
99 | 96 | 9 | 99 | 99 | 7 | 7 | 102 | CC(=O)c1c(C)oc2ccc(NS(=O)(=O)c3ccc(C)cc3)cc12
102 | 95 | 6 | 101 | 103 | 1 | -1 | 106 | O=C(NCc1ccco1)/C(=C/c1cccc(C(F)(F)F)c1)c1nc2ccccc2[nH]1
108 | 99 | 5 | 102 | 97 | 2 | -2 | 113 | COc1cc(S(=O)(=O)NCc2ccc3c(c2)OCO3)ccc1Cl
85 | 92 | -4 | 90 | 99 | 16 | -3 | 90 | FC(F)(F)c1cccc(NC(=S)NCc2ccccn2)c1
102 | 105 | 0 | 107 | 102 | 2 | -3 | 110 | Cc1cccc(NC(=S)N/N=C/c2cccn2Cc2ccc(F)cc2)c1
94 | 110 | -4 | 108 | 98 | 3 | 1 | 105 | COc1ccc(CCNC(=O)C2CC3Cn4c(nc5ccccc54)C3N2C)cc1 (stereo not drawn)
91 | 108 | 20 | 93 | 101 | 0 | -3 | 91 | Cc1ccc(NC(=O)COC(=O)CCC(=O)c2cccs2)cc1
98 | 103 | 6 | 93 | 106 | 0 | 5 | 100 | CN1CCN(S(=O)(=O)c2ccc(Cl)s2)CC1
98 | 102 | 0 | 104 | 104 | 6 | 12 | 98 | COC(=O)c1ccccc1N1CCS(=O)(=O)CC1
93 | 106 | 13 | 98 | 102 | 3 | -7 | 103 | Cc1cc(C)n(CCN(C)c2nc3nonc3nc2NC2CC2)n1
105 | 106 | 6 | 107 | 101 | 3 | ? | 101 | NC(=O)CSc1nc(-c2ccccc2)nc2c1CCCC2
98 | 97 | 6 | 101 | 100 | 0 | nt | 102 | CCc1ccccc1N(C)S(=O)(=O)c1ccc(-c2cc(C)no2)s1
99 | 101 | 13 | 110 | 103 | 0 | 2 | 103 | COc1cc(C(=O)NCC(c2cccs2)N2CCc3ccccc32)cc(OC)c1OC (stereo not drawn)
88 | 98 | 0 | 90 | 91 | 0 | -2 | 93 | CCOC(=O)c1ccc(NC2=CC(=O)C(=O)c3ccccc32)cc1
100 | 99 | 19 | 101 | 101 | 2 | -18 | 99 | O=C(CN1CCN(S(=O)(=O)N2CCCCC2)CC1)Nc1ccc(Br)cc1
78 | 108 | 18 | 100 | 106 | 5 | -1 | 95 | CSc1cccc(CN2CCCC(CNC(=O)c3ccco3)C2)c1 (stereo not drawn)
125 | 68 | 11 | 80 | 93 | 3 | 0 | 100 | Cc1[nH]ccc(=O)c1OC1OC(CO)C(O)C(O)C1O (stereo not drawn)

One compound at a time, from the list above. Values in the order: LAP4-GFP MLPCN, CIT2-GFP yeast, VLA-4 inh, AGP1-GFP MLPCN, RPL19A TOR yeast, GRK2 inh, GASC-1 inh, MEP2-GFP yeast
`O=C(CN1CCN(S(=O)(=O)N2CCCCC2)CC1)Nc1ccc(Br)cc1` is entered as 100, 99, 19, 101, 101, 2, -18, 99
`CCOC(=O)c1ccc(NC2=CC(=O)C(=O)c3ccccc32)cc1` is entered as 88, 98, 0, 90, 91, 0, -2, 93

(more compounds)
LAP4-GFP MLPCN | CIT2-GFP yeast | VLA-4 inh | AGP1-GFP MLPCN | RPL19A TOR yeast | GRK2 inh | GASC-1 inh | MEP2-GFP yeast | molecule
99 | 87 | 2 | 96 | 97 | 0 | 2 | 95 | CCN(CC)CCN(Cc1cc2ccc(C)cc2[nH]c1=O)C(=S)Nc1ccccc1C(=O)OC
101 | 103 | 18 | 107 | 99 | 1 | 0 | 95 | COc1ccc(N2CCN(C(=O)CCCNC(=O)Cn3cnc4sc(C)c(C)c4c3=O)CC2)cc1
92 | 92 | 4 | nt | 89 | 0 | -10 | 89 | CCOc1cc(C(=S)N2CCCC2)ccc1OCC(=O)Nc1c(C)cc(C)cc1C
99 | 98 | 19 | 102 | 95 | 1 | nt | 91 | COc1ccc([N+](=O)[O-])c(OC)c1C(=O)NC(=O)Nc1nc(C)cc(C)n1
97 | nt | 3 | 94 | 91 | 3 | 8 | 96 | O=C(O)/C=C/c1cccc(NC(=O)c2ccc(Cl)cc2)c1
106 | 92 | 5 | 105 | 101 | 4 | 1 | 104 | CCOC(=O)c1ccc(NC(=O)CN2CCN(Cc3ccccc3)CC2)cc1
95 | 106 | 5 | 106 | 103 | 0 | 7 | 94 | Cc1nc2sccn2c(=O)c1S(=O)(=O)NCc1ccccc1
92 | 96 | 0 | 101 | 92 | 0 | -22 | 97 | O=S(=O)(c1cccs1)N1CCN(CCOc2ccc(Cl)cc2)CC1

Screening results as filed in PubChem.
